MRP reversal = compounds reversing MRP-mediated drug resistance; differential viability (reversal), % at 10 µM; actives 0.04% (n = 85,000); AID 602; H69AR cells + 2 uM doxorubicin, CellTiter-Glo, 72 h;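 active = viability drop by adding the cancer drug above about 55%, with treated viability meeting a 40% cutoff, limit read from the data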;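 also: viability without doxorubicin minus viability with 2 µM doxorubicin for each compound; larger differential means the compound sensitizes cells more to doxorubicin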
IL1B NFkB inh = blocks IL-1B driven NFkB nuclear translocation in HUVEC cells; HUVEC IL-1B NFkB p65 nuclear translocation imaging; inhibition, % at 2 µM; actives 0.43% (n = 94,000); AID 796;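 active = inhibition above about 30% together with a positive call from visual inspection of the well image, limit read from the data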;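 also: nuclear over cytoplasmic p65 intensity ratio measured by imaging; 0% = IL-1B stimulated DMSO wells and 100% = unstimulated DMSO wells; values of inactives mirror those of a sister screen read the other way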
Bcl-B TR3 displacers = displacers of TR3 peptide from Bcl-B, primary screen, selectivity assay for Bfl-1 inhibitor project, biochemical, fluorescence polarization | FP displacement of FITC-TR3 peptide from Bcl-B; higher % means a stronger effect | displacement, % at 20 µM, or IC50 in µM where a hit was titrated | actives 0.11% (n = 96,000) | AID 748;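 active = displacement above 50% at 20 µM plus a fluorescence interference ratio under 1.5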;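 also: plate controls were wells without compound for no effect and wells lacking Bcl-B protein for full effect; a part of the inactive calls stands beside numbers as strong as those of hits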
PLAP inhibitors HTS = PLAP enzyme inhibitors, biochemical, luminescence, HTS (AID 690). actives 0.08% (n = 96,000). one-dose inhibition, % at 20 µM; IC50 in µM for titrated hits. purified PLAP, luminescent substrate; higher % means a stronger effect; in the data active = a potency from the dose series; inactive = the rest, 99 in 100 with inhibition below about 30%; also: strong numbers were not always called active
IL1B NFkB pot = enhances IL-1B driven NFkB nuclear translocation; HUVEC IL-1B NFkB p65 nuclear translocation imaging; activation, % at 2 µM; actives 0.3% (n = 94,000);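 active = activation above 40%, about the mean plus 3 SD, also judged a hit on visual image review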;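 also: percent activation is computed from the nuclear over cytoplasmic p65 intensity ratio; values of inactives mirror those of a sister screen read the other way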
MRP reversal cytotoxicity = also measured in MRP reversal; calls as there; viability, %; H69AR cells, CellTiter-Glo, 72 h; measured here: cytotoxicity without doxorubicin
MRP reversal with doxorubicin = second read-out of MRP reversal, no call of its own (marks repeat the call); viability, %; measured here: viability with 2 uM doxorubicin; stronger effect = lower value
IL1B NFkB inh cell count 2 µM = also measured in IL1B NFkB inh; calls as there; cell count; measured here: cells passing quality filter;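 raw number of nuclei counted in each imaged well without normalization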
IL1B NFkB pot cell count 2 µM = recorded beside IL1B NFkB pot, whose call it bears; cell count; measured here: cells passing quality filter
* marks the source's active call; other numbers are inactive results; / = no result given.

SMILES	MRP reversal	MRP reversal cytotoxicity	MRP reversal with doxorubicin	IL1B NFkB inh	IL1B NFkB inh cell count 2 µM	Bcl-B TR3 displacers	PLAP inhibitors HTS	IL1B NFkB pot	IL1B NFkB pot cell count 2 µM
CCOc1ccc(C2SCC(=O)N2c2c(C)n(C)n(-c3ccccc3)c2=O)cc1 (stereo not given)	-9.7	81.2	90.9	8.3	105	20.8%	-27.4%	-8.3	105
CCCC/C(O)=C1\C(=O)CC(C)(C)CC1=Nc1ccccc1OC	-28.1	32.9	61.1	15.5	150	0.0%	-64.7%	-15.5	150
C=CCNc1ncnc2c1[nH]c1ccccc12	2.2	93.2	91.0	-30.3	103	8.9%	-11.1%	30.3	103
CCOC(=O)c1nnn(-c2nonc2-n2cccc2)c1CN1CCC(C(=O)OCC)CC1	20.2	70.5	50.3	0.5	144	-6.2%	-22.2%	-0.5	144
O=C(CN1C(=O)C2CC=C(Cl)CC2C1=O)Nc1ccc(C(=O)O)cc1 (stereo not given)	-11.8	92.2	104.0	-1.1	148	17.0%	-19.0%	1.1	148
O=c1c2c([nH]c3ccccc13)C(=C1CCCC1)CC2	-3.8	98.1	101.9	11.4	118	36.0%	-0.8%	-11.4	118
OC(C#CCN1CCCC1)c1ccccc1 (stereo not given)	9.3	84.4	75.2	11.8	76	-5.9%	2.1%	-11.8	76
CNc1nc(C)c(C(=O)OCc2ccccc2)s1	-11.4	54.7	66.1	-7.1	163	-1.4%	-14.7%	7.1	163
Cc1cc(Cl)c(S(=O)(=O)N(C)C)cc1OCC(N)=O	7.3	96.0	88.6	-24.8	144	/	/	24.8	144
O=C(CC12CC3CC(CC(C3)C1)C2)N1CCCOC1	-21.8	87.3	109.2	-8.2	117	1.2%	11.8%	8.2	117
N#Cc1nc(Cc2cccc3ccccc23)oc1NCCCn1ccnc1	11.9	88.4	76.5	19.7	108	1.6%	-78.6%	-19.7	108
O=c1oc(Nc2cccc(F)c2)nc2ccccc12	/	/	/	-0.1	139	-17.6%	-3.1%	0.1	139
CCOc1ccc(-c2[nH]nc3c2C(c2cccnc2)C(C#N)=C(N)O3)cc1 (stereo not given)	5.3	82.2	76.9	0.3	75	-1.8%	-8.8%	-0.3	75
O=C(COC(=O)c1cc(S(=O)(=O)N2CCOCC2)ccc1O)NCC1CCCO1 (stereo not given)	2.9	88.1	85.2	1.9	136	-8.5%	-16.2%	-1.9	136
COc1ccccc1-n1nnnc1SCc1cc2c(cc1Br)OCO2	2.3	76.0	73.6	-5.5	173	2.6%	-3.3%	5.5	173
CC(C)C(=O)Nc1ccc(C(=O)NNC(=O)CCCOc2ccc(Cl)cc2Cl)cc1	/	/	/	-0.5	161	4.0%	2.9%	0.5	161
CC(C(=O)N1CCN(c2ccccc2)CC1)N1C(=O)C2CC=CCC2C1=O (stereo not given)	-10.0	93.2	103.2	-3.3	143	1.3%	0.8%	3.2	143
Cc1nn(Cc2ccccc2Cl)c2sc(C(=O)NC(C)(C)C)cc12	-3.0	87.2	90.2	-32.9	156	3.9%	15.4%	32.9	156
O=C(OCC(=O)N(C1CCCCC1)C1CCCCC1)c1cnccn1	-0.8	1.2	2.0	/	/	6.2%	-6.2%	/	/
CCOc1ccc(C(=O)NC(C(=O)NCc2ccccn2)C(C)C)cc1 (stereo not given)	15.2	89.6	74.4	-2.1	110	10.6%	8.5%	2.1	110
Cc1ccc(Cl)cc1N1CCN(C(c2ccc(C#N)cc2)c2nnnn2C2CCCC2)CC1 (stereo not given)	-4.8	89.9	94.6	-2.2	126	-7.7%	-36.4%	2.2	126
CCOc1cc2[nH]c(=S)n(Cc3ccc(C(=O)NCCOC)cc3)c(=O)c2cc1OCC	0.4	87.6	87.2	/	/	7.6%	-55.5%	/	/
Cc1cc(C(=O)O)ccc1-n1c(C)ccc1C	3.6	106.0	102.4	-4.7	80	/	/	4.7	80
CC(C)=C1SC(N2CCN(c3cccc(C)c3)CC2)=NC1=O	15.1	96.9	81.8	-1.6	126	9.6%	-0.7%	1.6	126

An excerpt from above in order of their number in Bcl-B TR3 displacers, smallest number first.
smiles | Bcl-B TR3 displacers | PLAP inhibitors HTS | IL1B NFkB pot | IL1B NFkB pot cell count 2 µM
Cc1nn(Cc2ccccc2Cl)c2sc(C(=O)NC(C)(C)C)cc12 | 3.9% | 15.4% | 32.9 | 156
CCOc1cc2[nH]c(=S)n(Cc3ccc(C(=O)NCCOC)cc3)c(=O)c2cc1OCC | 7.6% | -55.5% | / | /
O=C(CN1C(=O)C2CC=C(Cl)CC2C1=O)Nc1ccc(C(=O)O)cc1 (stereo not given) | 17.0% | -19.0% | 1.1 | 148
O=c1c2c([nH]c3ccccc13)C(=C1CCCC1)CC2 | 36.0% | -0.8% | -11.4 | 118

(more compounds)
SMILES	MRP reversal	MRP reversal cytotoxicity	MRP reversal with doxorubicin	IL1B NFkB inh	IL1B NFkB inh cell count 2 µM	Bcl-B TR3 displacers	PLAP inhibitors HTS	IL1B NFkB pot	IL1B NFkB pot cell count 2 µM
CCc1c(C)nc(SCC(=O)Nc2c(C)n(C)n(-c3ccccc3)c2=O)[nH]c1=O	/	/	/	-0.6	99	-2.6%	-2.6%	0.6	99
CCOC(=O)CSc1nnc(Cc2cc(=O)[nH]c(=O)[nH]2)n1-c1cccc(OC)c1	11.6	95.7	84.0	-6.1	152	4.3%	-22.4%	6.1	152
CCC(C)n1cnc2c(c1=O)c1nc3ccccc3nc1n2Cc1ccccc1OC (stereo not given)	-8.7	50.4	59.0	-1.4	194	-4.6%	-36.9%	1.4	194
CC(Sc1nc2c(c(=O)n(C)c(=O)n2C)n1Cc1cc2c(cc1Cl)OCO2)C(=O)O (stereo not given)	-1.4	90.1	91.5	-6.2	137	-3.6%	-59.1%	6.2	137
CN(C)C=Nc1ncc2c3ccccc3n(Cc3ccccc3)c2c1C#N	11.2	74.6	63.4	/	/	5.0%	-7.0%	/	/
N#CC1=C(N)SC(N)=C(C#N)C1CCC1CCCCC1	-1.2	85.2	86.4	-2.8	132	-53.5%	1.7%	2.8	132
Cc1nc2c(-c3ccc(F)cc3)c(C)nn2c(C)c1CCC(=O)NC(C)CCc1ccco1 (stereo not given)	19.2	74.1	54.9	11.2	33	/	/	-11.2	33
CCOC(=O)CSc1nc(C(C)(C)C)cc(C(F)(F)F)c1C#N	3.7	81.8	78.2	-12.0	168	-0.9%	9.1%	12.0	168
CCn1c(SCC(=O)NCc2cccs2)nnc1-c1cccs1	9.2	97.7	88.6	5.9	148	-4.0%	23.9%	-5.9	148
Cn1c2ccccc2c(=O)n2c(=O)c3ccccc3cc12	-1.5	70.4	71.9	-16.9	92	21.0%	2.9%	16.9	92
CCCN1C(=O)c2cc(C(=O)NC3CCCCCC3)ccc2C1O (stereo not given)	-2.6	71.6	74.3	-1.9	58	-1.9%	10.0%	1.9	58
CCSc1nnc(NC(=O)CSc2nc(CC)nc3c2c(=O)n(C)c(=O)n3C)s1	8.8	93.1	84.2	-10.6	54	-3.6%	12.2%	10.6	54
O=C(CN1CCCc2ccccc21)NC(=O)NCc1ccco1	-0.9	93.2	94.2	-3.3	142	11.4%	-7.0%	3.3	142
O=C(NNC(=O)c1cccnc1)Nc1ccc(Cl)c(Cl)c1	/	/	/	3.5	174	-0.8%	-83.5%	-3.5	174
Cc1ccc(N(CC(O)CN2CCCC2)S(=O)(=O)c2ccccc2)cc1 (stereo not given)	0.4	88.9	88.5	-3.5	99	-11.4%	-62.1%	3.5	99
COc1cccc(-n2cnnn2)c1	12.2	96.8	84.6	-15.8	146	-6.9%	10.6%	15.8	146
COc1c(C)cccc1C(=O)Nc1ccc(N2CCN(S(C)(=O)=O)CC2)cc1	6.9	101.6	94.7	-2.2	85	2.4%	7.8%	2.2	85
O=C(NCC(=O)N(Cc1ccco1)C(C(=O)NC1CCCC1)c1ccncc1)c1cccs1 (stereo not given)	9.6	83.4	73.8	9.0	96	/	/	-9.0	96
CCCOC(=O)Cc1c(O)c2ccccc2[nH]c1=O	-2.3	98.3	100.6	-15.6	138	-5.4%	8.7%	15.6	138
COCCNC(=O)C1CC(c2ccc(F)cc2)=NO1 (stereo not given)	0.0	97.1	97.1	-16.2	133	0.4%	-2.1%	16.2	133
COc1ccc(-c2nc(-c3ccccc3)nc(Cl)c2C#N)cc1	/	/	/	-8.3	148	-14.3%	19.6%	8.2	148
Cc1cc(NS(=O)(=O)c2ccc(NC(=O)c3ccoc3C)cc2)nc(C)n1	-7.8	79.8	87.6	2.1	103	-12.7%	0.4%	-2.1	103
CCC(C)[C@H](NC(=O)NCc1ccccc1Cl)C(=O)O (stereo not given in full)	-10.2	91.8	102.1	7.4	163	-5.6%	-28.9%	-7.4	163
Cn1c(=O)c2c(nc(NCCCN3CCOCC3)n2Cc2ccc(Cl)c(Cl)c2)n(C)c1=O	/	/	/	-16.0	149	/	/	16.0	149

An excerpt from above in order of length of the SMILES, lowest first:
SMILES	MRP reversal	MRP reversal cytotoxicity	MRP reversal with doxorubicin	IL1B NFkB inh	IL1B NFkB inh cell count 2 µM	Bcl-B TR3 displacers	PLAP inhibitors HTS	IL1B NFkB pot	IL1B NFkB pot cell count 2 µM
COCCNC(=O)C1CC(c2ccc(F)cc2)=NO1 (stereo not given)	0.0	97.1	97.1	-16.2	133	0.4%	-2.1%	16.2	133
CCC(C)[C@H](NC(=O)NCc1ccccc1Cl)C(=O)O (stereo not given in full)	-10.2	91.8	102.1	7.4	163	-5.6%	-28.9%	-7.4	163
O=C(CN1C(=O)C2CC=C(Cl)CC2C1=O)Nc1ccc(C(=O)O)cc1 (stereo not given)	-11.8	92.2	104.0	-1.1	148	17.0%	-19.0%	1.1	148

(more compounds)
SMILES	MRP reversal	MRP reversal cytotoxicity	MRP reversal with doxorubicin	IL1B NFkB inh	IL1B NFkB inh cell count 2 µM	Bcl-B TR3 displacers	PLAP inhibitors HTS	IL1B NFkB pot	IL1B NFkB pot cell count 2 µM
Cn1c(C(=O)O)cc2cc(F)ccc21	-12.1	94.8	106.8	-2.1	111	-9.7%	-2.6%	2.1	111
CCOC(=O)c1ccc(N2C(=O)CC(N3CCN(Cc4ccccc4)CC3)C2=O)cc1 (stereo not given)	8.2	93.6	85.5	-3.7	206	-15.7%	-59.5%	3.7	206
O=C(N/N=C/c1cccc(O)c1)c1csc2ccccc12	/	/	/	-8.0	174	-0.6%	2.4%	8.0	174
O=C(NCc1cccs1)C(Cc1ccccc1)n1cccc1 (stereo not given)	16.4	98.7	82.3	/	/	-1.5%	4.0%	/	/
CCOC(=O)C1CCN(CCC(=O)Nc2cccc(Cl)c2C)CC1	3.9	90.6	86.7	3.9	94	-2.9%	-34.7%	-3.9	94
Cc1nn(-c2ccccc2)c2nc(N)c(C#N)c(-c3ccc(F)cc3)c12	-17.9	47.0	64.9	3.5	95	-2.2%	26.1%	-3.5	95
CC1=Nn2c(nnc2-c2cc(-c3ccccc3)n[nH]2)SC1	/	/	/	-7.1	109	/	/	7.1	109
Cc1c(C(=O)NCCCN2CCOCC2)sc2nc(-c3ccc(F)cc3)cn12	10.1	86.0	75.8	-5.6	135	/	/	5.6	135
COc1cc(C(=O)N2CCN(c3cc(Cl)ccc3Cl)CC2)cc(OC)c1OC	-31.0	33.2	64.2	29.7	53	5.0%	-47.6%	-29.7	53
CCN(CC)S(=O)(=O)c1ccc(Br)c(OC)c1	-4.1	90.1	94.2	-12.2	180	0.0%	12.8%	12.2	180
COc1ccc(CCNC(=O)c2ccc3nc(-c4ccco4)c(-c4ccco4)nc3c2)cc1OC	-7.0	17.9	24.9	-11.4	80	-30.9%	-45.0%	11.4	80
COc1cccc(CNc2ccc(N3CCCCC3)cc2)c1OC	-24.0	46.8	70.8	4.1	84	-2.1%	-54.9%	-4.1	84
CC(O)c1c(OCc2ccccc2)ncnc1OCc1ccccc1 (stereo not given)	/	/	/	-5.2	140	1.7%	-8.5%	5.2	140
CCN(CC)C(=O)CSc1nc(N)c2c3c(sc2n1)CC(C)CC3 (stereo not given)	-42.9	37.2	80.1	-1.7	59	3.0%	-76.7%	1.7	59
Cc1ccc(C2/C(=C(/O)c3ccc(OC(C)C)cc3)C(=O)C(=O)N2CCN2CCOCC2)cc1 (stereo not given)	-8.3	99.8	108.2	-6.5	134	-5.9%	-76.6%	6.5	134
O=C(Nc1nnc(-c2ccc3c(c2)CCCC3)o1)c1ccccc1	0.4	38.1	37.7	-4.3	96	1.0%	-24.2%	4.2	96

Screening data as filed in PubChem.

Only part of the results is shown; rates above refer to the full screens.
